# KOR beta-arrestin-1: KOR agonists, beta-arrestin recruitment, primary screen, cell-based, luminescence, uHTS (AID 1777); KOR beta-arrestin recruitment, luminescence; higher % means a stronger effect; activation, % at 10 µM; hits with a dose series show EC50 in µM; 0.02% of 280,000 active; in the data active means activation above about 50%, passing the limit was not always enough; further: a part of the inactive calls stands beside numbers as strong as those of hits
# HIV fusion peptide: inhibitors of HIV fusion peptide binding, primary screen, biochemical, uHTS, fluorescence dequenching (AID 1986) | cell-free peptide binding, fluorescence dequenching, 30 min; higher % means a stronger effect | one-dose inhibition, % at 20 µM; IC50 in µM for titrated hits | 0.3% of 290,000 active; in the data active means inhibition mostly above about 52%, no sharp cut-off; inactive means mostly below about 76%; further: some results filed as inactive read as strong as hits
# NOD1 NF-kB reporter: inhibition of NOD1-driven NF-kB reporter – cell-based, luminescence, uHTS, primary screen (AID 1578). NOD1-driven NF-kB luciferase reporter cells, luminescence; higher % means a stronger effect. inhibition, % at 4 µM; hits with a dose series show EC50 in µM. 1% of 290,000 active; in the data active means inhibition mostly above about 36%, no sharp cut-off; inactive means mostly below about 34%;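 further: HEK-293T reporter cells stimulated with the NOD1 agonist gamma-tri-DAP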
# GPR35 arrestin U2OS: GPR35 antagonists blocking zaprinast-driven arrestin recruitment, primary screen, imaging, U2OS, beta-arrestin-GFP, zaprinast agonist (AID 2058) | U2OS GPR35 beta-arrestin-GFP translocation imaging, zaprinast antagonism; higher % means a stronger effect | 0.052% of 290,000 active | one-dose inhibition, % at 10 µM; IC50 in µM for titrated hits;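 active means inhibition of at least 50% with at least 30 cells and total cytoplasm GFP at most 10,000,000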
# KOR beta-arrestin-2: kappa opioid receptor blockers – cell-based, luminescence, uHTS (AID 1778) | 0.091% of 290,000 active | one-dose inhibition, % at 10 µM; IC50 in µM for titrated hits | KOR beta-arrestin recruitment, luminescence, antagonist mode; higher % means a stronger effect; in the data active means inhibition above about 50%; further: strong numbers were not always called active
# Siah-1 displacement: blockers of Siah-1 interaction with plectin peptide – biochemical, fluorescence polarization, rhodamine-plectin, uHTS, primary screen (AID 1817). Siah-1 / rhodamine-plectin peptide fluorescence polarization; higher % means a stronger effect. displacement, % at 20 µM, or IC50 in µM where a hit was titrated. 0.02% of 290,000 active;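 active means displacement of at least 50% at 20 µM, with a fluorescence ratio check between 0.3 and a set limit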;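 further: plate controls were Siah plus tracer with DMSO for no effect and tracer alone without Siah for full effect; strong numbers were not always called active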
# GPR55 antagonists: GPR55 antagonists blocking LPI-driven arrestin recruitment, primary screen, imaging, U2OS, beta-arrestin-GFP, LPI agonist (AID 2013); 0.13% of 290,000 active; U2OS GPR55 beta-arrestin-GFP translocation imaging, LPI antagonism; higher % means a stronger effect; one-dose inhibition, % at 10 µM; IC50 in µM for titrated hits;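 active means spots per cell inhibited over 60%, with over 100 cells counted and total cytoplasm intensity under 500,000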;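 further: U2OS cells stably carrying GPR55 and arrestin-GFP stimulated by 5 µM LPI near EC80; imaged beta-arrestin-GFP aggregate spots per cell after agonist stimulation; plate controls were LPI-stimulated DMSO wells for no effect and DMSO wells without LPI for full effect; some results filed as inactive read as strong as hits; confirmed hits need IC50 under 10 µM and bright autofluorescent wells are also inconclusive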
# AID2073: inhibitors of Mint1-CaV2.2 protein interaction, biochemical, HTRF (AID 2073). 0.19% of 290,000 active. inhibition, % at 20 µM; hits with a dose series show IC50 in µM. HTRF protein-protein interaction, Mint1-CaV2.2; higher % means a stronger effect; in the data active means inhibition mostly above about 51%, no sharp cut-off; further: some results filed as inactive read as strong as hits
# GPR55 beta-arrestin: selective activators of receptor GPR55 – imaging, U2OS cells, beta-arrestin-GFP redistribution, primary screen (AID 1961). one-dose activation, % at 10 µM; EC50 in µM for titrated hits. U2OS GPR55 beta-arrestin-GFP redistribution imaging; higher % means a stronger effect. 0.048% of 290,000 active;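 active means activation above 40% with more than 50 cells counted in the well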;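 further: U2OS osteosarcoma cells stably expressing GPR55 and beta-arrestin-GFP; plate controls were DMSO negative control for no effect and LPI positive control for full effect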
# The depositor's hits bear a star; · = not tested or not shown; [ ] = dose if it differs, or a comment.
SMILES,KOR beta-arrestin-1,HIV fusion peptide,NOD1 NF-kB reporter,GPR35 arrestin U2OS,KOR beta-arrestin-2,Siah-1 displacement,GPR55 antagonists,AID2073,GPR55 beta-arrestin
O=C(c1ccccc1)n1ccn(-c2ccccc2)c1=S,-1.3%,0.1%,-49%,3%,-37%,10%,2%,11%,-0.2%
CC(C)(C)NC(=O)Cn1c(=O)oc2cc(S(=O)(=O)N3CCc4ccccc43)ccc21,-5.3%,4.3%,-1%,6%,4%,4%,-11%,8%,-0.1%
CCOc1ccc(S(=O)(=O)Nc2ccc(C(=O)NN)cc2)cc1,·,0.1%,-5%,-8%,-5%,0%,0%,8%,0.0%
CS(=O)(=O)c1ccc(-c2nn[nH]n2)cc1,-2.5%,1.2%,9%,1%,-8%,7%,20%,-4%,-0.2%
CC(C)c1csc(CN2CCN(CCc3ccccc3)C(CCO)C2)n1 (configuration not stated),-0.8%,-0.8%,-27%,7%,-7%,0%,-5%,6%,-0.2%
O=C(NC1CCCCCCC1)c1cc(-c2ccccn2)nc2ccccc12,-2.7%,0.6%,-37%,-10%,-9%,-3%,5%,8%,-0.4%
O=C(NC(=S)Nc1ccc(CN2CCCCC2)cc1)c1cccc(OCc2ccccc2)c1,-3.3%,1.8%,-14%,-10%,-81%[20 µM],4%,30%,13%,-0.1%
CN(c1ccccc1C(=O)NCc1ccccn1)S(C)(=O)=O,1.5%,1.1%,-10%,-5%,21%,-6%,4%,-29%,-0.1%
CCOC(=O)N1CCC(NC(=O)c2cc(C(=O)Nc3ccc(F)cc3F)ccc2CO)CC1,5.8%,-1.3%,-7%,-3%,-14%,0%,0%,-5%,-0.1%
O=C(COC(=O)CNC(=O)C1CCCCC1)Nc1ccc2ccccc2c1,-5.0%,-1.5%,-11%,-10%,-12%,1%,2%,1%,0.2%
Oc1ccccc1N1CCN(C(=S)Nc2ccc(SC(F)F)cc2)CC1,-11%,-1.3%,11%,17%,-38%,3%,10%,-22%,0.1%
CCOC(=O)C(NC(C)=O)(Nc1ccc(S(=O)(=O)Nc2ccncn2)cc1)C(F)(F)F (configuration not stated),0.1%,1.1%,-15%,-4%,38%,4%,14%,-3%,-0.4%
Cc1cc(NC(=O)CCC(=O)N(Cc2ccco2)C(C(=O)NC2CCCCC2)c2cccs2)no1 (configuration not stated),-6.6%,1.0%,-11%,24%,-12%[20 µM],2%,4%,4%,0.2%
CCOc1ccc(CCNC(=O)c2cc(C)nc3ccccc23)cc1OCC,1.5%,-0.8%,-20%,-11%,-5%,4%,6%,4%,0.0%
Cc1ccc(-n2c(SCC(=O)O)nc3sc4c(c3c2=O)C(C)CCC4)cc1 (configuration not stated),-0.7%,2.5%,10%,13%,46%,-2%,-4%,6%,-0.1%
CCc1ccccc1NC(=O)N[C@H](C(=O)O)C(C)C,-1.2%,2.8%,-13%,4%,5%,0%,1%,7%,0.3%
O=C1CC(c2ccc(F)cc2)Cc2nc(N3CCN(c4ccccc4)CC3)ncc21 (configuration not stated),1.0%,-0.6%,-1%,6%,-80%,-9%,-2%,22%,0.6%
COc1cc(CNC2CCCCC2)c(Br)cc1OC1CCCC1,1.2%,-1.3%,-38%,-1%,-10%,4%,11%,-9%,-0.1%
O=C(CNS(=O)(=O)c1ccc(C(=O)N2CCCCC2)cc1)N1CCCCC1,-1.5%,-2.0%,28%,10%,-30%,-5%,2%,14%,0.5%
O=[N+]([O-])c1cc(C(F)(F)F)ccc1Sc1nccn1Cc1ccccc1,3.9%,2.2%,·,0%,-14%,3%,6%,13%,-0.1%
O=C(Nc1cccc(NC(=O)c2sc3ccccc3c2Cl)c1)c1ccco1,5.4%,0.0%,·,0%,-16%,7%,-10%,13%,-0.3%
NC(N)=Nc1nc(CSCC/C(N)=N/S(N)(=O)=O)cs1,-3.2%,0.4%,-21%,-5%,24%,8%,-4%,-5%,-0.1%
COc1ccc(NC(=O)C2CCN(S(=O)(=O)c3cccc4cccnc34)CC2)cc1OC,-0.7%,0.1%,-9%,8%,-4%,-5%,-8%,11%,1.4%
COc1cc(/C=N/NC(=O)c2cc3ccccc3cc2O)ccc1OCCN1CCCCC1,2.6%,-6.7%,10%,-11%,-53%,-6%,-5%,21%,0.2%
O=C(NCc1ccc2c(c1)OCO2)C1CCCN(S(=O)(=O)c2cccc3nonc23)C1 (configuration not stated),-1.3%,12%,-8%,0%,30%,2%,-4%,0%,-0.2%
SMILES,KOR beta-arrestin-1,HIV fusion peptide,NOD1 NF-kB reporter,GPR35 arrestin U2OS,KOR beta-arrestin-2,Siah-1 displacement,GPR55 antagonists,AID2073,GPR55 beta-arrestin
COc1ccccc1C(=O)Nc1cc(-c2ccc(C)cc2)no1,-4.6%,3.2%,-6%,-4%,2%,-1%,8%,-2%,-0.1%
COc1cc(NC(=O)C2CCCN(S(=O)(=O)c3cccc4nsnc34)C2)cc(OC)c1 (configuration not stated),4.2%,2.3%,-6%,10%,-13%,-3%,8%,11%,-0.1%
OC(COc1ccc2ccccc2c1Cl)CN1CCOCC1 (configuration not stated),-1.8%,-3.7%,-52%,9%,-44%,-1%,20%,-1%,-0.2%
CS(=O)(=O)NN1C(=O)c2ccccc2NC1c1ccccc1O (configuration not stated),-6.0%,0.7%,-16%,-4%,28%,5%,10%,20%,-0.4%
CCOC(=O)CN1C(=O)C(Sc2n[nH]c(-c3cccc(C)c3)n2)CCc2ccccc21 (configuration not stated),-0.5%,0.8%,4%,1%,16%,5%,23%,3%,-0.1%
O=C(NCc1ccco1)Nc1ccc(OC(F)(F)F)cc1,2.6%,0.9%,-6%,0%,13%,4%,2%,-8%,0.2%
Cc1ccc(NS(=O)(=O)c2c(C)[nH]c(C)c2C(=O)N2CCCCC2)cc1Cl,-4.9%,0.6%,12%,-10%,-11%,-6%,-10%,11%,0.9%
Cc1ccc(Cl)c(OC(=O)Cn2cnc3c2c(=O)n(C)c(=O)n3C)c1,-3.3%,1.0%,-21%,-7%,-8%,5%,11%,5%,0.0%
CC1CN(CCOCCSc2ccc(Cl)cc2)CC(C)O1 (configuration not stated),-3.5%,1.1%,-29%,6%,17%[20 µM],6%,-6%,-3%,0.8%
O=c1[nH]c(CNCc2cccnc2)nc2ccccc12,4.1%,-1.5%,-13%,-6%,-24%[20 µM],-2%,9%,-7%,-0.1%
COc1ccc(C(=O)OCc2c(C)noc2C)cc1,-0.2%,2.2%,-20%,2%,-5%,2%,-1%,4%,-0.2%
CCC(C)[C@H](NC(=O)c1cc2cc(Cl)ccc2n1C)C(=O)N1CCC(C(=O)O)CC1 (some centres not stated),-1.8%,3.0%,-3%,5%,-20%,-2%,8%,11%,-0.1%
CCOc1cc(NC(=O)c2ccco2)c(OCC)cc1NC(=O)c1ccco1,0.4%,-1.6%,-19%,-1%,-2%,13%,13%,41%,-0.1%
Oc1ccccc1-n1nc2ccc3nonc3c2n1,1.0%,-3.3%,-2%,7%,10%,4%,6%,6%,-0.3%
Cc1cc(OCC(O)CN)ccc1Cl (configuration not stated),4.8%,-0.8%,-20%,2%,-61%,2%,-13%,-10%,-0.2%
CN(C)S(=O)(=O)c1cc(NC(=O)COC(=O)CCc2ccccc2)ccc1Cl,-1.4%,0.9%,-33%,3%,6%,10%,-5%,4%,0.2%
COc1ccc(C(=O)Nc2ccnn2C2CCN(Cc3cccnc3)CC2)cc1,1.1%,-0.5%,-11%,50%,-27%,-4%,-7%,16%,-0.1%
CCn1nc(C)c(CN2CCCC(CNS(=O)(=O)c3ccc(OC)cc3)C2)c1C (configuration not stated),-5.3%,-0.5%,10%,10%,43%,0%,-5%,12%,0.0%
CCC(c1nnnn1Cc1ccco1)N(Cc1ccccc1OC)Cc1cc2cc(C)ccc2[nH]c1=O (configuration not stated),23%,1.8%,2%,0%,28%,2%,-5%,20%,0.1%
FC(F)(F)Oc1ccccc1-c1nnc(-c2cccc(C(F)(F)F)c2)o1,6.7%,0.6%,-11%,-6%,-17%,5%,1%,3%,0.1%
CCCCCC1CCC(c2n[nH]c(=S)n2C)CC1 (configuration not stated),0.3%,-0.6%,-26%,-6%,-43%,-1%,-4%,9%,-0.2%
COc1ccccc1N1CCN(C(=O)CN(C2CCCCC2)S(C)(=O)=O)CC1,-4.5%,1.1%,-28%,24%,-10%,-1%,6%,8%,-0.1%
Cc1sc2nc(SCC(=O)c3cc(C)n(CC4CCCO4)c3C)n(C(C)C)c(=O)c2c1C (configuration not stated),-0.3%,-0.7%,-31%,-6%,-1%,9%,11%,-12%,-0.1%
O=C(CSc1ncn[nH]1)N/N=C/c1ccc(F)cc1,-0.1%,1.4%,10%,-1%,-9%,2%,-8%,-2%,-0.1%
CN(C)C(CNC(=O)Cc1cccc(C(F)(F)F)c1)c1ccccc1 (configuration not stated),5.7%,2.8%,-9%,-3%,-19%,-2%,-2%,2%,0.3%
SMILES,KOR beta-arrestin-1,HIV fusion peptide,NOD1 NF-kB reporter,GPR35 arrestin U2OS,KOR beta-arrestin-2,Siah-1 displacement,GPR55 antagonists,AID2073,GPR55 beta-arrestin
Cc1cccc(-n2cc(-c3ccccc3)c3c(NN4CCOCC4)ncnc32)c1,2.6%,-1.1%,-8%,-9%,16%,16%,-14%,14%,-0.2%
O=C(Nc1ccccc1)OCCNC(=O)c1cccc(Br)c1,-3.7%,0.8%,1%,-9%,-1%,-3%,8%,-4%,0.7%
O=C(Nc1ccc(C(=O)N2CCOCC2)cc1)c1cccs1,-4.1%,-4.5%,-3%,-3%,11%,-4%,5%,0%,-0.2%
Cc1ccc(C2=NN3C(=O)c4ccccc4C3C2)cc1 (configuration not stated),·,-1.9%,-2%,0%,17%,0%,0%,2%,-0.1%
Cc1cc(C(=O)OCc2nnc(-c3ccccc3)o2)c(C)n1-c1ccccc1,-6.6%,0.9%,44%,-2%,-35%,2%,9%,10%,-0.2%
COCCNC(=O)c1onc(CSc2cc(C)cc(C)c2)c1C(=O)NCCOC,·,-1.2%,4%,-9%,14%,1%,0%,12%,0.4%
NN=C1c2cc([N+](=O)[O-])ccc2-c2ccc([N+](=O)[O-])cc21,-0.3%,-3.5%,-33%,8%,-16%,-4%,5%,32%,0.2%
Cc1c(C)c2cc(Cl)c(O)c(CN3CCCC(C)C3)c2oc1=O (configuration not stated),2.9%,5.7%,·,-10%,-52%,0%,8%,18%,-0.2%
Cc1cccc(NC(=O)COc2nsnc2N2CCOCC2)c1,-3.9%,-1.3%,-2%,7%,2%,-6%,13%,8%,0.2%

# 3 consecutive entries from above:
SMILES,KOR beta-arrestin-1,HIV fusion peptide,NOD1 NF-kB reporter,GPR35 arrestin U2OS,KOR beta-arrestin-2,Siah-1 displacement,GPR55 antagonists,AID2073,GPR55 beta-arrestin
Cc1cccc(-n2cc(-c3ccccc3)c3c(NN4CCOCC4)ncnc32)c1,2.6%,-1.1%,-8%,-9%,16%,16%,-14%,14%,-0.2%
O=C(Nc1ccccc1)OCCNC(=O)c1cccc(Br)c1,-3.7%,0.8%,1%,-9%,-1%,-3%,8%,-4%,0.7%
O=C(Nc1ccc(C(=O)N2CCOCC2)cc1)c1cccs1,-4.1%,-4.5%,-3%,-3%,11%,-4%,5%,0%,-0.2%

# A portion of the library, so the mix of outcomes need not match the whole.
